# Compound activity (PubChem)
# BLM inh: inhibitors of human Bloom syndrome helicase BLM. P54132. recombinant BLM DNA unwinding, fluorescence dequenching. Potency, µM (doses to about 56.1 µM), without a hit: top-dose activity change, negative = inhibition, actives largely listed as inhibitors. hit rate 0.2% among 350,000;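 note: potency is the fitted concentration of half-maximal effect; plate controls were vehicle for no effect and no enzyme for full effect; nearly all actives have a fitted effect of over 35% in size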
# POLI inh: blocks human DNA polymerase iota activity | hit rate 1% among 390,000 | Pol iota fluorescent replication assay, 10 min | AID 588590 | Potency, µM (titrated, usually from 115 µM), inactives show at the highest dose activity, negative = inhibition, hits mostly inhibitors; note: potency is the fitted concentration of half-maximal effect
# Target sequence (Q9UNA4 whole entry, looked up): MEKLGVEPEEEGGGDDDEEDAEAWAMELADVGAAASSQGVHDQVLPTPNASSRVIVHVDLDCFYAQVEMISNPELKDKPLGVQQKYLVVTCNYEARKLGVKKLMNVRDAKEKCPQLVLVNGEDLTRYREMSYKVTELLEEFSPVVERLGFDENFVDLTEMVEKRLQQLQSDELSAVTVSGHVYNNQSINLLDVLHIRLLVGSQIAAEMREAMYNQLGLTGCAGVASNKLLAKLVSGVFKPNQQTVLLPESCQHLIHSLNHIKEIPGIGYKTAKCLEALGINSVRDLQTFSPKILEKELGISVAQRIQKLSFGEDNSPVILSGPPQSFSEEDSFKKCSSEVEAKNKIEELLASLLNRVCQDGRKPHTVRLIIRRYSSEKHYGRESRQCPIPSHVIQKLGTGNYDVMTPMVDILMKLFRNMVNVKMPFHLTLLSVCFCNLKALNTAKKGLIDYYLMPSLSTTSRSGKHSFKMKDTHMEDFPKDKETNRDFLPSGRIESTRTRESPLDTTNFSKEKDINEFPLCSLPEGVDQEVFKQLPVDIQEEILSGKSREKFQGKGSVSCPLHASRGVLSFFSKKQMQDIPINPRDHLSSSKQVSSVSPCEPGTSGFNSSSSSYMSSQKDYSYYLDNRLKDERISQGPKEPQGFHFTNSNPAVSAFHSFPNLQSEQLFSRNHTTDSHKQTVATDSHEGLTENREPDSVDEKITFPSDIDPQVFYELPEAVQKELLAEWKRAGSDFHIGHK
#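 Fluorescent replication assay read twice, at 0 min and 10 min after adding 50 nM (final) substrate. Enzyme (10 nM) and compounds were first incubated 15 min at room temperature; enzyme-free buffer wells were negative controls.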
# POLB inh: blocks human DNA polymerase beta activity. Pol beta primer extension/strand displacement, fluorescence kinetic. hit rate 1.3% among 340,000. Potency, µM (titrated, usually from 114 µM), inactives show at the highest dose activity change, negative = inhibition, usual class: inhibitors. P06746; note: potency is the fitted concentration of half-maximal effect; % is set by controls: 0 for no effect and ±100 for the full control effect
#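 Curves were derived by four-parameter Hill fits of normalized qHTS data. The kinetic fluorescent primer-extension read was taken at 0 and 10 min after 50 nM substrate, following a 15 min room-temperature preincubation of 10 nM enzyme with compounds.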
# LDHA block: LDHA (human) enzyme inhibition; purified LDHA, NADH/diaphorase-resazurin fluorescence; stronger effect = lower value; activity change, % (values are at about 110 or 230 µM); hit rate 0.15% among 480,000; in the data active = activity change below about -30%; inconclusive = mostly about -25% to -30%;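 note: plate controls were DMSO wells for no effect and wells without enzyme for full effect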
#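 LDH5 2 nM; NADH 0.06 mM, pyruvate 0.2 mM; 200 mM Tris pH 7.4, EDTA, Tween-20; 5 min RT. Detection: diaphorase 0.133 mg/mL + resazurin 37 µM, fluorescence ex540/em590 at 0 and 20 min; normalized to enzyme-free and DMSO wells.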
# APE1 inh: inhibitors of human APE1 endonuclease; recombinant APE1, TAMRA/BHQ-2 abasic DNA cleavage fluorescence; Potency, µM (series often up to 65.8 µM), inactives show top-dose activity change, negative = inhibition, most hits filed as inhibitors; hit rate 0.35% among 350,000;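 note: potency is the fitted concentration of half-maximal effect; plate controls were vehicle for no effect and reference inhibitor for full effect; nearly all actives have a fitted effect of over 55% in size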
# Target sequence (P27695 whole entry, looked up): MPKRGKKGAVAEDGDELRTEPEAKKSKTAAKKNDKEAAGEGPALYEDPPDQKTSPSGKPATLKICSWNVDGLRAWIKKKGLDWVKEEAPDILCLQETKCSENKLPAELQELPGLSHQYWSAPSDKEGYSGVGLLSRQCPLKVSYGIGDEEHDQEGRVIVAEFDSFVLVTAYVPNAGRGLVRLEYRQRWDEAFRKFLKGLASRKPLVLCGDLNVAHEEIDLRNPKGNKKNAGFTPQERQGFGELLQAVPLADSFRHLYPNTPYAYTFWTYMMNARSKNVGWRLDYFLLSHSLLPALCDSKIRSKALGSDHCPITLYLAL
#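 APE1 at 0.75 nM preincubated 15 min at room temperature with compound. Reaction then started with 50 nM double-stranded THF-abasic substrate labelled with TAMRA/BHQ-2, and 525/598 nm fluorescence read kinetically. Activity taken as third-minus-first read difference, normalized to DMSO and NSC13755 controls.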
# POLK inh: inhibitors of human DNA polymerase kappa; Potency, µM (top dose mostly 107 µM), inactives show at the top dose activity, negative = inhibition, hits mostly inhibitors; purified Pol kappa, fluorescent DNA synthesis assay, 10 min; Q9UBT6; AID 588579; hit rate 0.53% among 400,000; note: potency is the fitted concentration of half-maximal effect; % is set by controls: 0 for no effect and ±100 for the full control effect
#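 10 nM Pol kappa was preincubated with compounds for 15 min at room temperature. Reaction started with 50 nM (final) substrate. Fluorescence read kinetically at 0 and 10 min.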
# POLH inh: inhibitors of human DNA polymerase eta; recombinant Pol eta, fluorescent DNA replication assay; Q9Y253; AID 588591; hit rate 1.2% among 390,000; Potency, µM (doses to about 114 µM), for the others: top-dose activity change, negative = inhibition, usual class: inhibitors; note: potency is the fitted concentration of half-maximal effect; % is set by controls: 0 for no effect and ±100 for the full control effect
#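 Pol eta (10 nM) was preincubated with compounds for 15 min at room temperature, after which fluorescent replication substrate (50 nM final) was added to start the reaction. Fluorescence was read kinetically at 0 and 10 min.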
# Apoferritin bind: candidate novel general anesthetic via apoferritin binding | AID 485281 | hit rate 0.074% among 350,000 | Potency, µM (series often up to 77.5 µM), without a hit: top-dose activity change, negative = displacement, actives largely listed as inhibitors | apoferritin/1-aminoanthracene competitive binding, fluorescence | P02791; note: potency is the fitted concentration of half-maximal effect; % is set by controls: 0 for no effect and ±100 for the full control effect; nearly all actives have a fitted effect of over 20% in size
#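 Apoferritin-based anesthetic binding model; compound displacement of fluorescent 1-AMA measured as endpoint fluorescence after 10 minutes at room temperature, scaled to free-ligand and complex controls.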
# GRP78 ERSR act: induces the endoplasmic reticulum stress response in human glioma cells; U87-MG GRP78 promoter luciferase reporter, 16 h; Potency, µM, for the others: at the top dose activation, actives largely listed as activators; hit rate 0.02% among 420,000; AID 602332; note: potency is the fitted concentration of half-maximal effect; series mostly up to about 76 µM; % of control where 0% means no effect; nearly all actives have a fitted effect of over 35% in size
#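 ERSR induction read as luciferase luminescence (Bright-Glo, 10 min at room temperature) in stably transfected human U87-MG glioma cells exposed to compounds for 16 h, using GRP78 as sensor.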
# * = called active by the depositor; ? = inconclusive; / = no result given; & = joins results of further samples; [ ] = remark or other dose. Unless noted, calls come from the whole dose curve; as a rule, active = well fitted curve in the direction sought with a large enough effect; inconclusive = small, poorly fitted or top-dose-only effect, or another doubt; inactive = no such curve, though single readings can be large; an effect the other way counts as inactive or inconclusive. This is a subset, so the mix of outcomes need not match the whole.
Compound,BLM inh,POLI inh,POLB inh,LDHA block,APE1 inh,POLK inh,POLH inh,Apoferritin bind,GRP78 ERSR act
O=C(c1ccc(CS(=O)c2ccccc2Cl)o1)N1CCN(c2cccc(C(F)(F)F)c2)CC1 (centres undefined),-7%,?,6%,0,/,-13%,-13%,-14%,-7%
COc1ccc(-n2nc(C(=O)NCC(=O)NC(C)C)c3ccccc3c2=O)cc1,-5%,-5%,4%,2,55%[activator],4%,-20%,-6%,-1%
COc1ccc(NC(=O)CN(C)C(=O)c2cn(-c3ccccc3)nc2-c2cccnc2)cc1,/,28%,/,-1,48%[activator],-2%,-19%,/,-5%
CCCCN(C(=O)c1ccccc1OCc1ccc(F)cc1)c1c(N)n(CCC)c(=O)[nH]c1=O,2%,-13%,2%,-4,5%,2%,-8%,-6%,-3%
CC1(C)C(OC(=O)CCC(=O)O)CC[C@]2(C)C1CC[C@@]1(C)C2C(=O)C=C2[C@@H]3C[C@@](C)(C(=O)O)CC[C@]3(C)CCC21C (some centres undefined),5%,/,/,/,1%,-7%[60.1 µM],/,61%[activator],-6%
O=C(c1cccc(C(=O)N2CCN(c3ccccc3)CC2)c1)N1CCN(c2ccccc2)CC1,-3%,25%,-3%,8,-2%,-18%,-5%,?,-3%
CNC(=S)Nc1cccc(S(=O)(=O)NC2=NCCC2)c1,2%,67%[activator],-28%,-7,-1%,-1%,-21%,-2%,-3%
CCOc1ccc(C(=O)NCC(=O)OCC(=O)N2CCCCC2)cc1,-1%,4%,-1%,-3,-1%,2%,7%,-20%,2%
COc1ccc(NS(=O)(=O)c2ccc(-c3coc(C)n3)cc2)cc1OC,-1%,91%[activator],2%,-2,-10%,-18%,-15%,3%,-4%
O=C(COc1ccccc1[N+](=O)[O-])NCCC1=CCCCC1,-8%,-7%,-13%,-2,1%,-2%,-7%,?,1%
O=C(Nc1ccc(Cn2cccn2)cc1)c1ccc(COc2ccc(Br)cc2)cc1,-11%,5%,3%,-7,9%,-2%,5%,-9%,-4%
COc1ccccc1-c1oc2ccccc2c1C#CCCCCO,/,67%[activator],/,1,-21%,2%,-22%,/,5%
NC(=O)c1ccc(NC(=O)COC(=O)CC23CC4CC(CC(Br)(C4)C2)C3)cc1,/,47%[activator],/,-1,9%,-17%,-13%,/,-3%
Cn1cccc1C(=O)N1CCC2(CCCN(C(=O)Nc3cccc(F)c3)C2)CC1,5%,/,/,/,1%,-7%[60.1 µM],/,/,-4%
CCOc1ccc(-c2nc(CSCC(=O)NCC3CCCO3)c(C)o2)cc1 (centres undefined),-2%,-8%,19%,0,46%[activator],6%,-9%,-8%,-5%
C#CCOCCOCCOCCNc1nc(N2CCN(C(=O)[C@H](CCCCN)n3cc(CN)nn3)CC2)nc(N2CCN(C(=O)[C@H](CCC(=O)O)n3cc([C@@H](N)[C@H](C)CC)nn3)CC2)n1,/,?,/,0,8%,-13%,-9%,/,1%
C1=CC2CC1CC2CN1CCN(c2ccccc2)CC1 (centres undefined),-1%,39%[activator],8%,-3,-1%,-4%,-22%,-15%,-2%
CSc1ccccc1OCc1cc(C(=O)NC2CCOC(C)(C)C2)no1 (centres undefined),-6%,28%,31%,-5,31%,-4%,-10%,?,-2%
CCOC(=O)C1CCN(c2cc3c(cc2NC(=O)c2ccccc2Cl)n(C)c(=O)n3C)CC1,-6%&-5%,52%&9%,-11%&-13%,2&15,15%,-9%&-18%,-20%&-20%,-12%&3%,-1%&-2%
Cc1ccc(-n2nc(C(=O)Nc3ccc(F)cc3F)c3c4ccccc4n(C)c3c2=O)cc1,-4%,12%,20%,-5,/,-1%,/,7%,/
CC(=O)Nc1ccn(C2CC3OCC(NC(=O)C(Cc4ccccc4)NC(=O)OC(C)(C)C)C3O2)c(=O)n1 (centres undefined),-8%,8%,/,/,2%,12%,/,-4%,-4%
COc1ccc(NC(=O)C2CCCO2)cc1OC (centres undefined),-3%,16%,18%,4,16%,-12%,-15%,-11%,-3%
C=CCNC(=O)c1cnn2c1NC(=C)C=C2C,/,25%,/,-1,/,-9%,/,/,?
Cc1ccnn1CCSCC(=O)O,-1%,-3%,9%,1,4%,-7%,5%,-1%,-2%
CN(CC1CCOCC1)C(=O)c1ccc2nc(Cc3cccc(Cl)c3)oc2c1,-2%,9%,15%,-4,3%,-11%,-5%,?,0%
CS(=O)(=O)Nc1ccc(C(=O)N2CCCC2)cc1,-4%,?,3%,-5,3%,0%,-10%,-3%,0%
CC(C)c1cc(CN2CCN(CCC#N)CC2)cc(C(C)C)c1O,-2%,1%,9%,1,9%,-11%,0%,-19%,-4%
O=C(Nc1cccc([N+](=O)[O-])c1)C1CC(=O)N(Cc2ccccc2)C1 (centres undefined),-3%,41%[activator],4%,-7,-2%,3%,-15%,-9%,0%
CC(C)(C)OC(=O)N1CCC(c2c(C(=O)NCCN3CCOCC3)cnn2-c2ccc(F)cc2F)CC1,3%,12%,0%,2,/,2%,1%,6%,-2%
O=C(NC(=S)N(CCO)Cc1ccccc1)c1cc(Br)ccc1Cl,-1%,-19%,2%,-17,14%,-2%,-12%,-3%,0%
CCC(=O)N1CCc2cc(S(=O)(=O)NC(C(=O)NCCc3ccc(Cl)cc3)C(C)C)ccc21 (centres undefined),-4%,-7%,1%,0,/,-7%,-2%,2%,-5%
Cc1cc(C(C#N)c2ccccc2F)n2ncnc2n1 (centres undefined),-1%,62%[activator],8%,-1,0%,-12%,0%,-13%,1%
CCN(CC)CCCN(Cc1cc2cc3c(cc2[nH]c1=O)OCO3)C(=S)NCCCOC,-6%,75%[activator],1%,-3,44%[activator],-11%,6%,21%,-7%
CCN(CC)C(=O)N1c2ccccc2Sc2ccccc21,-10%,14%,?,2,25%,1%,-17%,-15%,1%
Cc1cccc(N=C2NC(=O)c3cc([N+](=O)[O-])ccc32)c1,-7%,98%[activator],-2%,5,-4%,-5%,-20%,-9%,-2%
O=C(Nc1ccccc1)c1cccc(N2C(=O)C3C4C=CC(C4)C3C2=O)c1 (centres undefined),-3%,10%,36%,-4,0%,-23%,-8%,?,1%
CC(C)NS(=O)(=O)c1ccc(CCC(=O)Nc2cc(Cl)ccc2Oc2ccccc2)cc1,-11%,-2%,6%,2,-8%,-8%,-18%,90%[activator],-4%
CCOC(=O)C1CCN(C(=O)COC(=O)c2ccc(Br)o2)CC1,1%,-5%,15%,-1,2%,9%,-11%,-10%,1%
COc1cccc(C(C)NC(=O)Nc2cccc(C(F)(F)F)c2)c1 (centres undefined),-13%,-2%,?,-5,-6%,-6%,-18%,-18%,-9%
C=CCn1c(C)cc(C(=O)CSc2nnc(NCc3ccccc3)s2)c1C,-7%,-9%,7%,-7,16%,-6%,-12%,?,-1%
Cn1c(SCC(=O)NC2CC2)nnc1-c1ccc(Cl)cc1,/,?,/,-14&-2,33%[activator],-20%,-1%,/,5%
COC(=O)c1ccc([C@H](NC(=O)c2ccco2)[C@]2(C)C[C@H]2C2CCCCC2)cc1,/,?,/,4,/,-1%,-18%,/,-2%
COc1cc2cc(CN(Cc3ccc4c(c3)OCO4)C(=O)c3ccco3)c(=O)[nH]c2cc1OC,/,-6%[58.9 µM],/,6,/,-13%,-14%,/,-6%
CN(CC(=O)N1CCCCCC1)S(=O)(=O)c1ccc(F)cc1,-1%,65%[activator],22%,-2,-1%,9%,-3%,-9%,0%
COC(=O)c1cccc(CSc2nnc(C)s2)c1,0%,-2%,16%,-11,14%,5%,-12%,-24%,8%
Cc1cc(C(=O)NCCc2ccc(S(=O)(=O)NC(=O)NN3CCCCCC3)cc2)no1,1%,/,/,/,2%,3%[19.4 µM],/,0%,-5%
CCOC(=O)c1c(C)noc1CP(=O)(c1ccccc1)c1ccccc1,6%,19%,27%,-2,-4%,-11%,-6%,-9%,-3%
Cc1c(C(=O)N2CCOCC2)sc2nc(-c3ccccc3)cn12,3%,11%,2%,-5,2%,-4%,-15%,-16%,-8%
CCCCCCN(C(=O)CCCCCN1C(=O)NC(c2ccc(-c3ccccc3)cc2)C(C(=O)OCc2ccccc2)=C1C)C(C(=O)NCCCC)c1ccccc1 (centres undefined),-7%&-6%,/,-11%,/,-5%&-7%,/,/,-2%&44%,/
CCOc1ccc(Br)cc1S(=O)(=O)Nc1cccc(S(=O)(=O)N2CCOCC2)c1,/,16%,/,-3,/,1%,-13%,/,-6%
COc1cc(/C=C/C(=O)OCC(=O)NC(=O)NC2CCCC2)ccc1OCC#N,/,-1%,/,-3,2%,-8%,-16%,/,-6%
Cc1ccc(CCNC(=O)c2ccc(CS(=O)(=O)c3ccc(Cl)cc3)o2)cc1,0%,-25%,-3%,-7,/,-22%[60.1 µM],0%,0%,-2%
CCCCCc1ccc(-c2ccc(OCC)cc2)nc1,-6%,92%[activator],10%,2,5%,4%,-10%,-9%,4%
COc1ccc(CCNC(=O)c2cc(-c3ccco3)on2)cc1OC,-2%,26%,21%,-5,-3%,1%,-5%,-5%,?

# Three records drawn at random from the list so far, as already listed:
Compound,BLM inh,POLI inh,POLB inh,LDHA block,APE1 inh,POLK inh,POLH inh,Apoferritin bind,GRP78 ERSR act
COc1cccc(C(C)NC(=O)Nc2cccc(C(F)(F)F)c2)c1 (centres undefined),-13%,-2%,?,-5,-6%,-6%,-18%,-18%,-9%
COc1cc(/C=C/C(=O)OCC(=O)NC(=O)NC2CCCC2)ccc1OCC#N,/,-1%,/,-3,2%,-8%,-16%,/,-6%
Cc1cccc(N=C2NC(=O)c3cc([N+](=O)[O-])ccc32)c1,-7%,98%[activator],-2%,5,-4%,-5%,-20%,-9%,-2%
